TCR CD3 inh – inhibitors of human TCR-CD3 interaction, primary screen, biochemical, fluorescence, TAMRA-labeled TCR probe; AID 651800, 2012; inhibition, % at 9.4 µM; hit rate 0.37% among 360,000; in the data active = inhibition above about 19%;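 also: recombinant mutant TCR 2C K166C tagged with TAMRA read by polarization; 0% = receptor in buffer alone and 100% = receptor with positive control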
SIAE inh – human SIAE inhibitors, primary screen, biochemical, fluorescence polarization, FP-Rh probe, 1536-well HTS. Sialate O-acetylesterase (Homo sapiens), Q9HAT2. SIAE FP-Rh probe binding. inhibition, % at 9.66 µM. hit rate 0.69% among 370,000. AID 1053197, 2014;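 active = inhibition above a cutoff: mean of compounds within the control limits plus 3 SD of those, cut at about 17% in these data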;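 also: 0% = plate median of compound wells and 100% = probe without SIAE protein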
Target sequence (Q9HAT2 whole entry, looked up): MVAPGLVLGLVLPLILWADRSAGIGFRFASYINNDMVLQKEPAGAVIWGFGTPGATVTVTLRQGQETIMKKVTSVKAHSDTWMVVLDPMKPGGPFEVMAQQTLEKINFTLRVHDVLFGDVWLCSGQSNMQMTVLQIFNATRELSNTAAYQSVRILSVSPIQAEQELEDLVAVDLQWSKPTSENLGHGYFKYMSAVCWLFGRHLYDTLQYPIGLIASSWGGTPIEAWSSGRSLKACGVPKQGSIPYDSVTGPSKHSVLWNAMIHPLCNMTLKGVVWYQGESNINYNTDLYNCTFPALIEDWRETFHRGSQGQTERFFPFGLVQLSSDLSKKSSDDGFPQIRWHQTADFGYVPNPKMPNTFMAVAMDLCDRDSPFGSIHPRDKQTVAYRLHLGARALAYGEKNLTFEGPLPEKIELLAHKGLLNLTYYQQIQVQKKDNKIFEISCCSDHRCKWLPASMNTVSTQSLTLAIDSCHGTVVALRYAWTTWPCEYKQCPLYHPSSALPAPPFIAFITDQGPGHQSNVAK
MBD2 inh – inhibitors of MBD2 binding to methylated DNA, primary screen, biochemical, TR-FRET, DNA-binding domain, human; Methyl-CpG-binding domain protein 2 (Homo sapiens), Q9UBB5; MBD2 binding to methylated oligonucleotide; inhibition, % at 4.4 µM; hit rate 0.31% among 370,000; in the data active = inhibition above about 13%
TDP2 inh – human TDP2 enzyme inhibitors, primary screen, biochemical, epi absorbance, recombinant enzyme; AID 720702, 2013; inhibition, % at 12.8 µM; Tyrosyl-DNA phosphodiesterase 2 (Homo sapiens), O95551; T5PNP hydrolysis, p-nitrophenol absorbance 415 nm; hit rate 0.34% among 370,000;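 active = inhibition above the mean of all tested compounds plus 3 SD, set per campaign, cut at about 25% in these data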;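 also: 0% = DMSO with enzyme and 100% = buffer with substrate but no TDP2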
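Read-out basis: percent inhibition. System: recombinant human TDP2. Buffer or medium: Mg2+-containing Tris-HCl buffer, pH 7.5. Repeats: single replicate. Timing: reaction 2 h, 37 °C. Benchmarks: high control without enzyme, low control DMSO plus TDP2. Probe or stimulus: 5 mM T5PNP. Doses: 12.8 µM only. Measured by: epi absorbance of p-nitrophenol freed from T5PNP by hydrolysis.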
HTRA1 inhibitor – HTRA1 serine protease inhibitors, primary screen, biochemical, fluorescence polarization, HTS; Q92743; recombinant HTRA1, FP-rhodamine activity-based probe; inhibition, % at 5.96 µM; hit rate 0.5% among 340,000; AID 504803, 2011; in the data active = inhibition above about 36%;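 also: 0% = enzyme with DMSO and 100% = wells lacking enzyme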
ABHD4 inh – ABHD4 inhibitors, primary screen, biochemical, fluorescence polarization, mouse; AID 720543, 2013; inhibition, % at 8.92 µM; hit rate 0.54% among 370,000; purified mABHD4, FP-Rh probe fluorescence polarization; (Lyso)-N-acylphosphatidylethanolamine lipase (Mus musculus), Q8VD66;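 active = inhibition exceeding the mean over every tested compound plus 3 SD, cut at about 30% in these data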;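 also: 0% = plate median of compound wells and 100% = S159A mutant with DMSO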
Target sequence (Q8VD66 whole entry, looked up): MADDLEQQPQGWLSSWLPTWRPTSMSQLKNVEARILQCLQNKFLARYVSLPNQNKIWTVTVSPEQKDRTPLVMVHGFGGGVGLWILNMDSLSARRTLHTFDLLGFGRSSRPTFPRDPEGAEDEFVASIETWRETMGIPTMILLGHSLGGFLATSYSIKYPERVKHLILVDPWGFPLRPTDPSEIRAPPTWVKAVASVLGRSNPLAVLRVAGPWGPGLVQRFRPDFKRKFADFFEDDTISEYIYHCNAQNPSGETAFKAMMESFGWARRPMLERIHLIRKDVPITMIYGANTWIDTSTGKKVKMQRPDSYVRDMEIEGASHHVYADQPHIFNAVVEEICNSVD
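Doses – 8.92 µM, single dose · Material – wild-type mouse ABHD4 protein · Replication – single well per compound (singlicate) · Measure – percent inhibition of probe binding, normalized to plate controls · Schedule – 45 min compound pre-incubation plus 60 min probe step, 25 °C · Detection – fluorescence polarization with parallel and perpendicular emission, 525/598 nm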
rCAG RNA binder – binders of r(CAG) RNA repeats, primary screen, biochemical, fluorescence | r(CAG) RNA repeat, TO-PRO-1 dye displacement fluorescence | inhibition, % at 3 µM | hit rate 1.3% among 370,000;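 active = inhibition above the plate cutoff, the mean of all test compounds on that plate plus 3 SD, cut at about 35% in these data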;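 also: 0% = DMSO alone and 100% = 100 µM mitoxantrone as full dye displacement; higher means more dye released from RNA so lower well fluorescence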
GC-B act – human GC-B receptor activators, primary screen, HEK293 GC-B cells, cGMP TR-FRET, EC30 CNP | Atrial natriuretic peptide receptor 2 (Homo sapiens), P20594 | 0% at EC30 CNP, 100% saturating CNP | activation, % at 10 µM | hit rate 0.11% among 370,000;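 active = activation at 10 µM reaching about 35% in either raw or pattern-adjusted values, limit read from the data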
PRMT1 FP inh – PRMT1 methyltransferase inhibitors, primary screen, biochemical, fluorescence polarization. AID 652257, 2013. inhibition, % at 2.79 µM. recombinant PRMT1, activity-based probe fluorescence polarization. Protein arginine N-methyltransferase 1 (Homo sapiens), Q99873. hit rate 1.3% among 370,000;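 active = inhibition above about 21% made by adding two undisclosed values, limit read from the data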
LEDGF integ inh – blockers of LEDGF/p75-dependent integrase strand transfer – biochemical, TR-FRET, high throughput, primary screen; HIV-1 integrase (with human LEDGF/p75); TR-FRET IN-LEDGF/p75 DNA integration, Eu/Cy5; inhibition, % at 3.7 µM; hit rate 0.64% among 370,000;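 active = inhibition above the screen-wide mean plus 3 SD, cut at about 13% in these data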;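 also: signal is the Cy5 over europium emission ratio at 671 and 618 nm; 0% = plate median of compound wells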
The depositor's hits bear a star; & = joins results of further samples; ! = a repeat was not active.

SMILES | TCR CD3 inh | SIAE inh | MBD2 inh | TDP2 inh | HTRA1 inhibitor | ABHD4 inh | rCAG RNA binder | GC-B act | PRMT1 FP inh | LEDGF integ inh
O=C(Cc1nc2ccccc2[nH]1)NCc1ccco1 | 5 | 10 | 0 | 3 | 8 | 7 | 4 | 0 | 1 | -2
Brc1ccc(N=Cc2ccccn2)cc1 | 9 | 5 | -1 | 8 | 7 | 5 | 3 | -4 | 0 | -1
NS(=O)(=O)c1ccc(N/C=C\C(=O)c2ccc3ccccc3c2)cc1 | 1 | -25 | 9 | -15 | -24 | -20 | 26 | -4 | -1 | 9
CCN(CC)C(=O)C1CCCN(Cc2ccc(OC)c(C)c2)C1 (stereo not given) | -3 | -1 | -5 | 3 | 0 | 12 | -6 | -6 | -3 | 0
COc1ccc(/C=C/C(=O)OCC(=O)NCCNC(=O)COC(=O)/C=C/c2ccc(OC)cc2)cc1 | -8 | -5 | 2 | -5 | -4 | 1 | -2 | 4 | 3 | -3
CC(=O)NC(c1ccc2ccccc2c1)c1ccc2cccnc2c1O (stereo not given) | 0 | 27* | -6 | -1 | 52* | 22 | 4 | 1 | 0 | -2
Cc1ccccc1OCC(=O)Nc1ccc2c(c1)C(=O)c1ccccc1C2=O | 0 | 5 | 5 | 3 | 8 | 7 | 6 | -2 | -1 | -3
O=C(NCc1ncc(C(F)(F)F)cc1Cl)Nc1ccccc1 | 4 | -8 | 3 | -24 | 1 | -6 | 10 | -3 | -2 | 8
COc1ccc(CC(=O)Nc2ccccc2-c2ccccc2)cc1OC | -8 | -4 | 3 | -21 | -2 | -5 | -1 | 7 | 0 | 0
COc1ccc(C2C3=C(N=C4SCC(=O)N42)c2ccccc2CC3)cc1OC (stereo not given) | 0 | -5 | 1 | -6 | -7 | -4 | 18 | 7 | 54* | 7
CCOC(=O)C1=C(CN2CCCCCC2)NC(=O)NC1c1cccc([N+](=O)[O-])c1 (stereo not given) | 1 | 4 | 0 | 6 | -2 | -3 | -7 | 4 | -4 | 0
COc1ccc(Cl)cc1NC(=S)N1CCN(S(C)(=O)=O)CC1 | 2 | 3 | -3 | -6 | -1 | 3 | -2 | 2 | 5 | -10
CN(C)c1ccc(P(=O)(OCc2ccccc2)C(O)c2ccccc2F)cc1 (stereo not given) | 3 | -4 | -1 | -2 | 3 | 2 | -5 | -6 | 2 | -1
Cc1ccsc1/C=C/c1ccc2ccccc2n1 | 1 | -8 | 1 | 1 | -16 | 7 | 0 | -1 | -2 | 1
COc1ccc(N=C2S/C(=C\c3ccc(C)o3)C(=O)N2CC(C)C)cc1 | 6 | 1 | -5 | 0 | 7 | 3 | 0 | -4 | 0 | 1
S=C(Nc1ccc(Cl)c(Cl)c1)N1CCCC1 | 0 | -7 | 5 | 10 | -10 | -1 | -2 | 2 | 2 | -5
CC(=O)Nc1cc(C)ns1 | -2 | -4 | 8 | 1 | 2 | -9 | 2 | -2 | 3 | 6
O=C(CCC(=O)N1CCOc2ccccc21)N1CCOCC1 | 2 | -3 | 3 | -4 | 2 | -1 | 0 | 5 | -1 | 2
COC(=O)Nc1sc2c(c1C(N)=O)CCCCCC2 | -2 | 4 | 5 | -1 | 6 | 0 | -3 | 0 | 16 | 0
CCOc1ccc(Cn2nnc(C(=O)NCc3ccccc3)c2N)cc1 | -3 | 5 | 0 | 0 | -10 | -1 | -2 | 5 | -1 | -1
CSCC(=O)N1CCc2ccc(NC(=O)c3ccccc3Cl)cc2C1 | 4 | 7 | -3 | -3 | -7 | -5 | -1 | 0 | 1 | -5
O=c1cc(CSc2ccc(Cl)cc2)nc(-c2ccccn2)[nH]1 | 3 | -7 | -2 | 4 | 13 | -6 | 1 | -2 | -2 | -10
CN(C)CCNc1c2c(nc3nnnn13)CCCC2 | 7 | 1 | 1 | 8 | -1 | -2 | -1 | -4 | -4 | 1
CCOc1ccc(NC(=O)Cc2ccc(S(=O)(=O)N3CCCCC3)cc2)cc1OCC | 0 | 2 | -6 | -14 | 11 | 0 | 11 | -3 | -2 | 4
CCN(CC)C(=O)CSc1nc2ccccc2c(=O)n1CC | 0 | 0 | 5 | 0 | 4 | 0 | -6 | 1 | 1 | -4

Other entries follow:
SMILES | TCR CD3 inh | SIAE inh | MBD2 inh | TDP2 inh | HTRA1 inhibitor | ABHD4 inh | rCAG RNA binder | GC-B act | PRMT1 FP inh | LEDGF integ inh
CN(C)C(=O)CSC1c2ccccc2C(=O)N1c1ccccc1 (stereo not given) | -3 | 0 | 1 | -3 | 5 | 4 | -3 | 2 | -1 | -4
CCCc1cc(-c2n[nH]c(=S)n2CC(C)C)cs1 | -2 | -35 | 7 | -9 | 4 | -23 | 2 | 10 | 17 | 1
Cc1c(Cl)cccc1NC(=O)CCC(=O)NNC(=O)CCC(=O)O | 4 | 0 | -5 | 18 | 7 | -1 | 0 | 5 | -8 | 1
O=C(N/N=C/c1ccc(F)cc1)c1cc(-c2ccc3c(c2)OCO3)n[nH]1 | -8 | -18 | 5 | -18 | -10 | -26 | 1 | 4 | 10 | 3
CC1(c2cccs2)CC(c2cccs2)=C(C#N)C(=O)N1 (stereo not given) | -4 | -1 | -5 | 6 | -4 | 1 | -2 | -8 | 3 | 4
COc1ccc(C(=O)/C=C/Nc2ccc([N+](=O)[O-])cc2)cc1 | -2 | -2 | 4 | -1 | -6 | -4 | 6 | -2 | -1 | 3
Cc1ccc(NC(=O)CC2NCCNC2=O)cc1Cl (stereo not given) | 5 | 7 | 4 | 4 | -3 | 0 | 2 | 6 | 1 | -3
COCCN(C(=S)Nc1c(C)cc(C)cc1C)C(C)c1cccnc1 (stereo not given) | 1 | 3 | -2 | 8 | 1 | 4 | -2 | -1 | 74* | 2
COc1ccc(CNCC(O)(c2ccccc2)c2ccccc2)cc1OC | 1 | -5 | 0 | -11 | -6 | -5 | -8 | -19 | 1 | -1
COc1ccc(-c2nnnn2C)cc1S(=O)(=O)NCc1ccccc1 | 4 | -1 | 2 | -1 | 16 | 1 | -3 | 0 | 0 | -3
CC(C)OCCCNC(=O)c1cc2c(=O)n(C)c3ccccc3c2n1C | -6 | 1 | -1 | -8 | -1 | 4 | 0 | 0 | 4 | -2
Cc1cc(C)c2ccc(C(=O)O)nc2c1O | -1 | 2 | -5 | 0 | 7 | 19 | 2 | 1 | 3 | -13
Cc1ccc(C)c(NC(=O)c2sc(Cl)nc2C)c1 | -3 | 11 | 0 | 2 | 6 | -3 | -2 | 4 | 1 | -1
Brc1ccc2nc(N3CCN(c4ccccc4)CC3)sc2c1 | 0 | 4 | -8 | -2 | -1 | -1 | 0 | 6 | -4 | 4
O=c1c2ccccc2[nH]c(=S)n1CCCN1CCOCC1 | -4 | -1 | 8 | 0 | -5 | -10 | 1 | 2 | 1 | 1
COc1ccc(-c2cc(C(=O)Nc3cc(OC)cc(C(=O)Nc4cccc(C(F)(F)F)c4)c3)[nH]n2)cc1 | 68*! | -123&-124 | -1&5 | 4&5 | -102&-77 | -32&-43 | 8&10 | -2&-1 | 0&-2 | 5&2
O=C(CC(=O)Nc1ccccc1F)Nc1ccccc1F | 3 | 0 | -3 | -7 | -3 | 3 | -1 | 1 | 0 | 2
CCN(CC)C(=O)Nc1ccc(Br)cc1 | 0 | -7 | 1 | 0 | -4 | 4 | 0 | 3 | 2 | -3
CC(=O)c1ccc(Nc2cnn(C34CC5CC(CC(CC(=O)O)(C5)C3)C4)c(=O)c2Cl)cc1 | 1 | -5 | -3 | 5 | 1 | 5 | -4 | -1 | -2 | -2
O=[N+]([O-])c1ccc(Cl)c(S(=O)(=O)NC2=NCCC2)c1 | 0 | 1 | -1 | -6 | -3 | 3 | 3 | -6 | 2 | -1
CCOc1cc2[nH]c(=S)n(CCOC)c(=O)c2cc1OCC | -2 | 4 | -2 | 4 | 13 | 3 | -4 | -6 | 2 | 2
CC(C)NC(=O)NS(=O)(=O)c1cnccc1NC1CC2CCC1C2 (stereo not given) | -2 | -3 | 2 | 4 | -5 | 4 | -2 | 1 | 0 | 0
Cc1nc(SCC(=O)c2ccc(F)c(F)c2)[nH]c(=O)c1Oc1ccc(Cl)cc1 | -11 | 6 | -4 | 0 | -16 | -7 | 23 | 1 | 1 | -1
O=C(CNc1ccc2c(c1)OCO2)N/N=C\c1cn(Cc2ccccc2)c2ccccc12 | 8 | 15 | -2 | -6 | 32 | 6 | 14 | 1 | 16 | -1
CC(=O)N1CCN(C(=O)C(Cc2ccccc2)NC(=O)c2ccccc2)CC1 (stereo not given) | -4 | 2 | -1 | 1 | -1 | 0 | 1 | 3 | -1 | -2

Additional results follow.
SMILES | TCR CD3 inh | SIAE inh | MBD2 inh | TDP2 inh | HTRA1 inhibitor | ABHD4 inh | rCAG RNA binder | GC-B act | PRMT1 FP inh | LEDGF integ inh
CCOc1ccc(NC(=O)CSc2nnc(N)s2)c([N+](=O)[O-])c1 | 0 | 1 | -2 | -11 | 1 | 2 | 5 | -1 | -2 | -1
CCCCc1c(C)nn(-c2nnc3c4ccccc4n(CC)c3n2)c1C | -4 | -2 | 8 | 6 | -4 | 9 | -2 | -5 | 6 | 2
O=C(O)CCC(=O)N(Cc1ccco1)c1nc(-c2ccccc2)cs1 | -2 | -3 | -3 | -8 | -13 | 7 | 27 | -13 | 10 | -4
Cc1ccc2[nH]cc(CCNC(=O)/C=C/c3ccco3)c2c1 | -1 | 1 | -5 | -17 | -4 | -1 | 2 | 1 | -5 | -2
COc1ccc(S(=O)(=O)Nc2nc3ccccc3s2)cc1 | -9 | 1 | 2 | -8 | 0 | -2 | 21 | 6 | 3 | 1
COCCNC(=S)N1CCC(NC(=O)Nc2ccc(C)cc2)CC1 | 4 | 7 | 1 | -6 | -2 | -7 | -1 | -1 | -2 | 2
CC(=O)Nc1ccc(S(=O)(=O)NCCC(=O)NC2CCCCCC2)cc1 | 2 | 8 | -7 | 1 | 1 | -3 | -2 | 0 | -2 | -2
CCN(C(=O)COc1ccc(N(C)S(=O)(=O)c2ccc(NC(C)=O)cc2)cc1)C1CCCCC1 | 1 | -1 | -7 | -10 | -7 | -5 | 8 | 5 | -1 | 2

Some of the entries so far, tab-delimited.
canonical_smiles	TCR CD3 inh	SIAE inh	MBD2 inh	TDP2 inh	HTRA1 inhibitor	ABHD4 inh	rCAG RNA binder	GC-B act	PRMT1 FP inh	LEDGF integ inh
COCCNC(=S)N1CCC(NC(=O)Nc2ccc(C)cc2)CC1	4	7	1	-6	-2	-7	-1	-1	-2	2
CC(=O)Nc1ccc(S(=O)(=O)NCCC(=O)NC2CCCCCC2)cc1	2	8	-7	1	1	-3	-2	0	-2	-2

Compound activity: PubChem, several laboratories

A portion of the library. The share of hits here may be higher or lower than overall.
